Luciferase inh – Photinus pyralis luciferase inhibition. P08659. purified P. pyralis luciferase, luminescence, biochemical. Potency, µM (highest dose often 115 µM), for inactives: at the top dose activity change, negative = inhibition, actives largely listed as inhibitors. hit rate 2.5% among 76,000. AID 1347043; note: potency is the fitted concentration of half-maximal effect; nearly all actives have a fitted effect of over 65% in size
Target sequence (P08659 whole entry, looked up): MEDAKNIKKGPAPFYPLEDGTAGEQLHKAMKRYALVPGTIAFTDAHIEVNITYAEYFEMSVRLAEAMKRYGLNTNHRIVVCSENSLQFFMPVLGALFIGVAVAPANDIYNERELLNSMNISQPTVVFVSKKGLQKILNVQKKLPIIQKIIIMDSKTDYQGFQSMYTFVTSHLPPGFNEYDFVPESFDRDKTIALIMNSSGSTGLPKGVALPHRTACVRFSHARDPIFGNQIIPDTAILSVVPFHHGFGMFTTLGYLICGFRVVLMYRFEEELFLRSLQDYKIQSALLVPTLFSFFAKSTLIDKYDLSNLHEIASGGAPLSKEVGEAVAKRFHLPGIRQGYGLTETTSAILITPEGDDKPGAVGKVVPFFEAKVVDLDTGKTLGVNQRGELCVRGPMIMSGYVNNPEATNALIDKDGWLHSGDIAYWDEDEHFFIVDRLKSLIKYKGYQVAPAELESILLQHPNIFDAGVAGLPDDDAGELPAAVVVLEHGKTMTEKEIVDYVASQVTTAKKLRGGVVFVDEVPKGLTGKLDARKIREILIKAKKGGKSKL
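Purified 10nM P. pyralis luciferase with 10uM D-luciferin and 10uM ATP in 50mM Tris acetate pH 7.5, 10mM Mg acetate, 0.01% Tween-20, 0.05% BSA. qHTS titration; luminescence read by CCD imager.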
NIH3T3 tox – NIH 3T3 cell cytotoxicity | NIH 3T3 viability, CellTiter-Glo ATP luminescence, 48-72 h | Potency, µM (titrated, usually from 96.7 µM), inactives show at the top dose activity change, negative = cytotoxicity, most hits filed as inhibitors | hit rate 4.3% among 94,000; note: potency is the fitted concentration of half-maximal effect; nearly all actives have a fitted effect of over 55% in size
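Cells were seeded at 400 per well, treated with pin-transferred compound, and kept 48 or 72 hr at 37 °C before CellTiter-Glo addition and luminescence imaging of cellular ATP.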
IP6K1 inhibitor – IP6K1 kinase inhibition. IP6K1 kinase, ADP-Glo luminescence, 2 h; active compounds read low. activity change, % (series mostly up to about 58 µM). hit rate 0.81% among 140,000; in the data active = activity change below about -25%
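ADP-Glo luminescence measures ADP made by human IP6K1 during a 2 h RT reaction with ATP/IP6 (mix at 1.3 mM/130 uM); top library doses 57.5 and 19.1 uM final.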
HEK293 viab – cell viability loss counter-screen | HEK-293-SNCA-luc viability, GF-AFC fluorescence, 24 h | hit rate 0.12% among 150,000 | Potency, µM (doses to about 57.1 µM), for inactives: at the highest dose activity change, negative = cytotoxicity, hits mostly cytotoxic;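 note: potency is the fitted concentration of half-maximal effect; 0% = DMSO-treated cells and -100% = medium-only wells without cells; nearly all actives have a fitted effect of over 30% in size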
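Cytotoxicity counterscreen: after 24 h compound treatment of genome-edited SNCA-luciferase HEK-293 cells, live-cell protease substrate GF-AFC read by fluorescence after 30 min; activity scaled between DMSO (0%) and medium-only (-100%), curves Hill-fitted.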
HEK293 tox – kills HEK 293 cells | HEK 293 viability, ATP luminescence (CellTiter-Glo), 48-72 h | Potency, µM (doses to about 115 µM), for inactives: top-dose activity change, negative = cytotoxicity, actives largely listed as inhibitors | hit rate 6.6% among 94,000 | AID 1345083; note: potency is the fitted concentration of half-maximal effect; nearly all actives have a fitted effect of over 60% in size
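Read-out: CellTiter-Glo ATP luminescence. Cells: HEK 293, 250 cells/well. Exposure: 48 or 72 hr, 37 degree Celsius.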
GPT2 inhibitor – blocks human glutamate pyruvate transaminase 2; Q8TD30; Recombinant GPT2, coupled pyruvate oxidase/HRP Amplex Red fluorescence; Potency, µM (series often up to 57.7 µM), for the others: at the top dose activity change, negative = inhibition, actives largely listed as inhibitors; hit rate 0.25% among 100,000; note: potency is the fitted concentration of half-maximal effect; nearly all actives have a fitted effect of over 60% in size; many of its hits are not listed in these tables
Target sequence (Q8TD30 whole entry, looked up): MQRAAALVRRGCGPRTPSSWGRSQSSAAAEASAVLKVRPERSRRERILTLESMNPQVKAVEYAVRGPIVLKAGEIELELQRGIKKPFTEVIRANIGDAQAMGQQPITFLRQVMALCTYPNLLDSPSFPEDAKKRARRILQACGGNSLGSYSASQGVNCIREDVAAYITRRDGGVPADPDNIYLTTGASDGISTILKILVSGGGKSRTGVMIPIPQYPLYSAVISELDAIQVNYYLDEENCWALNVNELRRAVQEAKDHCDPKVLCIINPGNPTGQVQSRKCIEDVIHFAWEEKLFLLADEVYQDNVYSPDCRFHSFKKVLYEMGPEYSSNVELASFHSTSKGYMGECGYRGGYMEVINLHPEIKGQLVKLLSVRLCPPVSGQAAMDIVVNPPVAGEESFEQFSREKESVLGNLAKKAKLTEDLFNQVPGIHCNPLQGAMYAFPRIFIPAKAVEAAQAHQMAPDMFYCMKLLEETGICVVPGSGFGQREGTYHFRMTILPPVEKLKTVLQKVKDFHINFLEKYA
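Fluorescence of coupled pyruvate oxidase/HRP/Amplex Red system (50uM Amplex, 30 min, dark) reports pyruvate formed by GPT2. Enzyme reaction: 10ng/uL GPT2, 2mM L-alanine, 250uM a-KG, 30 min room temperature, pH 7.5; 50uM AOA control.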
SNCA expr inh – inhibitors of alpha-synuclein (SNCA) gene expression | Potency, µM (series often up to 57.2 µM), for the others: top-dose activity change, negative = inhibition, most hits filed as inhibitors | AID 1671194 | hit rate 0.17% among 140,000 | HEK-293 SNCA-luciferase knock-in, luminescence, 24 h;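 note: potency is the fitted concentration of half-maximal effect; plate controls were DMSO cells for no effect and cell-free wells for full effect; nearly all actives have a fitted effect of over 45% in size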
* = called active by the depositor; i = inactive; u = inconclusive; x = not tested or not shown; [ ] = remark or other dose. Unless noted, calls come from the whole dose curve; as a rule, active = well fitted curve in the direction sought with a large enough effect; inconclusive = small, poorly fitted or top-dose-only effect, or another doubt; inactive = no such curve, though single readings can be large; an effect the other way counts as inactive or inconclusive. Unless noted, % is set by controls: 0 for no effect and ±100 for the full control effect.

SMILES	Luciferase inh	NIH3T3 tox	IP6K1 inhibitor	HEK293 viab	HEK293 tox	GPT2 inhibitor	SNCA expr inh
CCOc1ccc(NC(=O)c2c(NC(=O)Cc3ccccc3)sc3c2CCCC3)cc1	x	x	2	11%	x	x	-5%
Cc1ccc(-c2c(C(=O)N3CCN(c4ccc(F)cc4)CC3)oc(=O)c3ccccc23)cc1	x	x	43	8%	x	x	-8%
Cc1cccc(N2CCN(C(=O)C3CCN(c4ncnc5c4nc4n5CCCCC4)CC3)CC2)c1C	x	x	-7	-24%	x	x	u
CCN(CC)c1ccc(C(=O)NCc2nnc3cc(-c4nc(C)no4)ccn23)cc1	0%	u	9	-13%	u	i	u
Cc1ncoc1C(=O)N1CCCCCCNC(=O)[C@@H]2C[C@@H](c3nc(Cc4ccccc4)no3)C[C@@H]21	-8%	-19%	14	3%	i	i	-1%
Cc1cc(=O)n(CC(=O)Nc2ccc(C)c(F)c2)c(N2CCOCC2)n1	-1%	-7%	16	5%	u	4%	-11%
Cc1nc2c(c(-c3ccc(Cl)cc3)n1)CCN([S+](=O)([O-])c1cccs1)CC2	-4%	5%	-3	-4%	i	u	-8%
CC(=O)OCC(=O)[C@@]1(O)CCC2C3CCC4=CC(=O)CC[C@]4(C)C3[C@@H](O)C[C@@]21C (stereo not given in full)	x	x	1	-4%[23.9 µM]	x	i	65%[25.6 µM]
Cn1ccnc1C(=O)NCC1Cn2cccc2C(=O)N1Cc1ccccc1 (stereo not given)	-2%	-13%	-5	-6%	-25%	i	-19%
Cc1nc(N2CCCC3(CN(C)C(=O)O3)C2)cc(-n2cccn2)n1 (stereo not given)	1%	-25%	12	-2%	i	-12%[11.5 µM]	0%
COc1ccc(-c2nc3ccccc3o2)cc1NC(=O)COc1ccc(C)c(C)c1	x	x	17	1%	x	x	84%[activator]
COc1ccccc1-c1cc(C(=O)N2CCN(C)CC2)c2cnn(C)c2n1	x	-36%	15	x	-22%	x	x
CCNC(=O)N(C1CC1)C1CCOC2(CCN(C(=O)NCc3ccc(OC)cc3)CC2)C1 (stereo not given)	-8%	-8%	-11	16%	i	0%	13%
CCOc1ccccc1C(=O)Nc1cc2c(cc1C)n(C)c(=O)c(=O)n2C	x	x	1	9%	x	x	-17%
Fc1ccc(C2Cn3nnc(-c4nc(-c5cccnc5)no4)c3CO2)cc1 (stereo not given)	1%	-4%	0	-1%	1%	-9%	-11%

Entries of single compounds, quoted from the list. Values in the order: Luciferase inh, NIH3T3 tox, IP6K1 inhibitor, HEK293 viab, HEK293 tox, GPT2 inhibitor, SNCA expr inh
`Cc1cccc(N2CCN(C(=O)C3CCN(c4ncnc5c4nc4n5CCCCC4)CC3)CC2)c1C` across the screens: x, x, -7, -24%, x, x, u
`COc1ccccc1-c1cc(C(=O)N2CCN(C)CC2)c2cnn(C)c2n1` across the screens: x, -36%, 15, x, -22%, x, x

New compounds follow
SMILES	Luciferase inh	NIH3T3 tox	IP6K1 inhibitor	HEK293 viab	HEK293 tox	GPT2 inhibitor	SNCA expr inh
COc1ccc(Nc2ccnc(N3CCN(C(=O)N(C)C)CC3)n2)cc1	x	u	8	15%	u	i	6%
CCn1c(C)c(C)c2cc(C(=O)NCc3ccc(OC)cc3OC)ccc21	x	x	24	5%	x	x	-3%
O=C(NC1CCN(c2cc(-c3ccc(Cl)cc3)[nH]n2)CC1)c1ccc(F)cc1F	-5%	-22%	16	10%	u	-1%	-6%
CN(C)CCNC(=O)c1ccc(Cn2c(SCc3ccc(F)cc3)nc3cccnc32)cc1	x	x	-3	-13%	x	x	-23%
Cc1ccc(-n2c(C3CCN(C(=O)Cc4ccccc4C)CC3)n[nH]c2=O)cc1	-4%	u	7	3%	-5%	4%	-16%
O=C(NCCc1ccc(Cl)cc1)C1CCc2nnc(C3CCN(C(=O)c4ccc(Cl)cc4Cl)CC3)n21 (stereo not given)	x	u	-7	-3%	-10%	i	-11%
CNC(=O)c1cc(C)nc2onc(C3CCCN3C(=O)N(C)C)c12 (stereo not given)	x	-9%[138 µM]	-2	x	-18%[172 µM]	x	x
CCOC(=O)c1ccnc(CNCC(=O)N(CC)CCN(C)C)c1	x	x	5	-4%	x	i	x
CN(C(=O)Cn1cc(S(=O)(=O)Cc2ccccc2Cl)c2ccccc21)c1ccccc1	x	x	18	u	x	x	u
Cc1ccc(NC(=O)Cn2cc(S(=O)(=O)c3ccc(C)cc3)c(=O)c3cc4c(cc32)OCO4)cc1	x	x	-6	-24%	x	x	2%
O=C(CCN1CCCCO1)N1CCCC(N2CCN(c3ccccc3)CC2)C1 (stereo not given)	1%	-9%	3	0%	1%	i	-12%
O=C([C@@H]1C[C@H](Oc2ccccc2)CN1S(=O)(=O)c1cccs1)N1CCOCC1	1%	-1%	16	-5%	-19%	2%	2%
O=C(NCCc1ccc(Cl)cc1)c1nc(-c2cccc(F)c2)c2cnccn12	-6%	-26%	0	5%	u	i	-15%
COc1ccc2c(ccn2CCC(=O)Nc2ccc3c(c2)C(=O)N2CCC[C@H]2C(=O)N3)c1	-6%	-1%	-2	-4%	0%	i	-11%
O=C(NC1CCCCC1)C1CN(C(=O)c2ccccc2F)CC12CCOCC2 (stereo not given)	4%	-3%	8	1%	0%	i	13%
Cc1ccc(C(=O)N2CCn3c(nnc3C3CC3)C2)cc1	2%[172 µM]	-13%[138 µM]	-7	6%[87.6 µM]	-3%[172 µM]	i	-12%[87.6 µM]
CCc1ccc(Cn2c(CNS(=O)(=O)c3ccc4c(c3)CCCC4)nc3cccnc32)cc1	x	x	-2	-10%	x	x	-17%
Cc1ccc(-n2c3nc(=O)[nH]c(=O)c-3cc3c(C)nn(-c4ccccc4)c32)c(C)c1	x	x	2	13%	x	x	-11%
CC(C)(C)OC(=O)N1CCC(c2c(C(=O)NCCN3CCOCC3)cnn2-c2cccc(F)c2)CC1	x	x	0	5%	x	x	-30%
CCOc1ccccc1N(C)C(=O)Cn1cnc2onc(-c3ccc(F)cc3)c2c1=O	x	x	19	3%	x	x	6%
COc1ccc(CN2CCc3oc(C)c(C(=O)N4CCOCC4)c3C2)cc1	-6%	-9%	2	-1%	u	i	-12%
CC(C)CN(Cc1cnn(C)c1)C(=O)c1cccc(OCC(N)=O)c1	-1%	-9%	18	-2%	-12%	-23%	-27%
COCCC1(CO)CCCN(C(=O)CCc2c(C)noc2C)C1 (stereo not given)	-3%	i	10	5%	0%	-24%	-19%
O=C(NCC12CCC=C1N(Cc1ccccc1)C(=O)CC2)c1cccnc1 (stereo not given)	2%	-25%	4	4%	-27%	1%	-19%
CCOC(=O)c1ccc(NC(=O)N2CCc3c(nc4cc[nH]n4c3=O)C2)cc1	-7%	i	1	9%	9%	i	6%
Cc1ccc(CN2CCc3nc(C(=O)NCc4cccc(F)c4)oc3CC2)o1	-7%[172 µM]	u	3	-1%[87.6 µM]	u	3%[88.5 µM]	18%[87.6 µM]
Cc1noc(C)c1S(=O)(=O)N1CCc2nn(Cc3ccccc3)c(=O)n2CC1	x	-14%	0	6%	-3%	-10%	10%
CC[C@H]1OC(=O)[C@H](C)[C@@H](OC2C[C@@](C)(OC)[C@@H](O)[C@H](C)O2)[C@H](C)[C@@H](OC2O[C@H](C)C[C@H](NC)[C@H]2O)[C@](C)(O)C[C@@H](C)CN(C)[C@H](C)[C@@H](O)[C@]1(C)O (stereo not given in full)	x	x	2	-11%	x	u	x
Cc1ccc(C)c(CN2C(=O)c3ccccc3S(=O)(=O)c3ccc(C(=O)N4CCN(c5ccccn5)CC4)cc32)c1	x	x	10	-4%	x	x	22%
CC(=O)O[C@@](C)(C(=O)/C=C/C(C)(C)O)[C@H]1[C@H](O)C[C@@]2(C)[C@@H]3CC=C4[C@@H](C=C(O)C(=O)C4(C)C)[C@]3(C)C(=O)C[C@]12C	x	x	6	u	x	u	x
Cc1cnc(NC(=O)c2ccc3c(c2)OCCN(c2ccccc2)C3)s1	u	u	-10	-10%[87.6 µM]	u	i	19%[87.6 µM]
Cc1cc(C)c2nc(N(Cc3cccnc3)C(=O)Cc3ccccc3)sc2c1	x	x	-1	10%	x	x	-10%
COCc1nc(CCNS(=O)(=O)c2cccc(OC)c2)no1	2%	2%	2	-20%[12.5 µM]	1%	5%	-12%
COCC(=O)Nc1nc2c(s1)C[C@@H]1[C@](C)(CO)[C@H](O)CC[C@@]1(C)[C@@H]2CC(=O)NCCN1CCOCC1	5%	-5%	-2	-2%	2%	i	-23%
C[S+](=O)([O-])N1CCCC(C(=O)N2CCCC2c2nc3ccncc3[nH]2)C1 (stereo not given)	x	-19%	-9	5%	-5%	-13%	8%
Cc1cc(-c2ccc(S(=O)(=O)Nc3cc(Cl)ccc3C)s2)on1	x	x	9	4%	x	x	-19%
CCOC(=O)C1(Cc2ccccc2Cl)CCN(C(=O)c2ccsc2)CC1	25µM*	-25%	6	1%	79µM*	-42%	94%[activator]
CCC1CN(C(=O)N2CCC(C(=O)NCc3ccccc3C)CC2)c2ccccc2O1 (stereo not given)	x	x	17	u	x	x	-5%
O=C(Nc1c(O)c2ccccc2oc1=O)c1ccccc1Cl	x	x	-16	-11%	x	x	98%[activator]
O=C(Oc1ccc(F)cc1)c1nc(SCc2ccccc2F)ncc1Cl	x	x	-16	6%	x	x	16%
O=C(CCc1conc1-c1cccc(F)c1)NCC1CC1	0%	3%	28	10%	-17%	i	u
O=C(c1ccc(Cl)cc1)N1CCN(CCCn2nc3n(c2=O)CCCC3)CC1	x	-29%	2	x	-19%	x	x
Cc1cccc(NC(=O)C(Cc2ccccc2)NS(=O)(=O)c2ccc3c(c2)c(=O)n(C)c(=O)n3C)c1 (stereo not given)	x	x	-7	9%	x	x	-22%
O=C(NCCn1cccc1-c1nc(-c2ccc3c(c2)OCO3)no1)c1cccc(F)c1	u	-13%	16	-12%	-25%	3%	24%
COc1cc2ncnc(Nc3ccc(O)cc3)c2cc1OC	x	x	3	1%	x	u	x
O=C1CN(Cc2cccc(Cl)c2)CCN1c1ccc(Cl)nn1	2%[172 µM]	u	-20	4%[87.6 µM]	-10%[172 µM]	3%[88.5 µM]	-2%[87.6 µM]
COCC(=O)N1CC(C(=O)NCc2cccc(F)c2)CC(c2ccc(OC)c(OC)c2)C1 (stereo not given)	0%	-16%	2	-1%	-13%	-16%	6%
CC1CCCN(S(=O)(=O)c2ccc(N3CCCCS3(=O)=O)cc2)C1 (stereo not given)	x	x	-3	0%	x	x	u

Filtered by structure: those above containing two or more sulfur atoms
SMILES	Luciferase inh	NIH3T3 tox	IP6K1 inhibitor	HEK293 viab	HEK293 tox	GPT2 inhibitor	SNCA expr inh
Cc1nc2c(c(-c3ccc(Cl)cc3)n1)CCN([S+](=O)([O-])c1cccs1)CC2	-4%	5%	-3	-4%	i	u	-8%
O=C([C@@H]1C[C@H](Oc2ccccc2)CN1S(=O)(=O)c1cccs1)N1CCOCC1	1%	-1%	16	-5%	-19%	2%	2%
Cc1cc(-c2ccc(S(=O)(=O)Nc3cc(Cl)ccc3C)s2)on1	x	x	9	4%	x	x	-19%
CC1CCCN(S(=O)(=O)c2ccc(N3CCCCS3(=O)=O)cc2)C1 (stereo not given)	x	x	-3	0%	x	x	u

This is a subset; count on the stated rates, not on these rows.
